Screening data from PubChem.
A3A deaminase: human APOBEC3A DNA deaminase inhibition; P31941; recombinant A3A, FAM/TAMRA ssDNA deamination fluorescence; inhibition, % at 20 µM; 0.41% of 330,000 active; AID 493011;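 active means at least 40% inhibition at 20 µM here, with at most 30% in a related deaminase screen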;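 further: plate controls were A3A with DMSO for no effect and wells lacking A3A enzyme for full effect; some results filed as inactive read as strong as hits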
Target sequence (P31941 whole entry, looked up): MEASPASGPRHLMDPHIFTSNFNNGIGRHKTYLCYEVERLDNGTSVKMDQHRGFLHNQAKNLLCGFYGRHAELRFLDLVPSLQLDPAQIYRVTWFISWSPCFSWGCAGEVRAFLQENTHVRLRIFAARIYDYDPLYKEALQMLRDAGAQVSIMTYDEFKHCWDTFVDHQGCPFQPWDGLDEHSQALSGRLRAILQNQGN
mIAP block: mouse IAP inhibition. 0.2% of 330,000 active. inhibition, % at 10 µM. purified mouse IAP, CDP-Star luminescence, 30 min. AID 2806;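 active means inhibition of at least 40% at 10 µM in the primary screen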;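 further: plate controls were DMSO with enzyme for no effect and no enzyme wells for full effect; values of inactives mirror those of a sister screen read the other way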
hIAP inh: blocks human intestinal alkaline phosphatase. purified IAP, CDP-Star luminescence, 30 min. inhibition, % at 10 µM. 0.12% of 330,000 active;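 active means inhibition reaching a set limit with compound at 10 µM in the primary screen, cut at about 35% in these data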;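 further: plate controls were DMSO wells with enzyme for no effect and no-enzyme buffer wells for full effect; values of inactives mirror those of a sister screen read the other way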
mIAP activ: mouse IAP activation. muIAP, CDP-Star luminescence, 30 min; hits give high values; 1 = vehicle-only enzyme signal, 0 = enzyme-free wells. activation factor at 10 µM. 0.24% of 330,000 active. AID 2805;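 active means activation factor of at least 2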; further: the source names both 10 and 20 µM as test concentration; values of inactives mirror those of a sister screen read the other way
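Assay system: mouse IAP enzyme; Reagent: CDP-Star chemiluminescent phosphatase substrate; Compound: DMSO-dissolved test compounds; Incubation: 30 min, room temperature; Technique: luminescence from enzymatic CDP-Star hydrolysis; Controls: DMSO-only wells and no-enzyme negative control.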
hIAP act: increases human intestinal alkaline phosphatase activity; activation factor at 10 µM; AID 2524; 0.16% of 330,000 active; purified human IAP, CDP-Star luminescence, 30 min; hits give high values; 1 = vehicle-only enzyme, 0 = enzyme-free background;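 active means activation factor of the enzyme at least 2-fold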; further: the source names both 10 and 20 µM as test concentration; values of inactives mirror those of a sister screen read the other way
SENP1 FRET inh: SENP1 (human) catalytic domain inhibition; Q9P0U3; recombinant SENP1 catalytic domain, CyPet-SUMO1-YPet FRET cleavage; inhibition, % at 10 µM; 0.21% of 360,000 active;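 active means inhibition at least 30% at 10 µM, raw YFP signal under a set limit, fluorescence ratio 0.5 to 1.5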;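 further: 0% = enzyme with DMSO and 100% = no enzyme wells; some results filed as inactive read as strong as hits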
Target sequence (Q9P0U3 419-644 limits assumed): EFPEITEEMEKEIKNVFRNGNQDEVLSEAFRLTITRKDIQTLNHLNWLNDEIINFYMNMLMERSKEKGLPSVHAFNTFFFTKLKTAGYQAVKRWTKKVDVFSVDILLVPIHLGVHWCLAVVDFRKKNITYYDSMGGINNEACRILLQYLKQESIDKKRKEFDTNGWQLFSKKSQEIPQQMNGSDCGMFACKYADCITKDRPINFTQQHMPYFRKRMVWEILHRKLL
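Test system: recombinant human SENP1 catalytic domain, His6-tagged / Medium: pH 8 Tris buffer with EDTA, NaCl, BME, BSA, NP40, catalase / Also added: SUMO1 FRET substrate flanked by Cypet and Ypet, 25 nM / Times: 50 min reaction at room temperature / Signal: FRET, CFP and YFP emission / Control set: no-enzyme low control and enzyme-plus-DMSO high control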
APOBEC3G inh: inhibitors of human APOBEC3G DNA deaminase | AID 493012 | inhibition, % at 20 µM | 0.28% of 330,000 active | recombinant A3G, ssDNA deamination FAM/TAMRA fluorescence | Q9HC16;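 active means inhibition of at least 40% at 20 µM, with no more than 30% in the related APOBEC3A deaminase screen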;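 further: plate controls were DMSO wells with A3G for no effect and wells lacking A3G enzyme for full effect; some compounds called inactive have numbers as strong as hits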
Target sequence (Q9HC16 whole entry, looked up): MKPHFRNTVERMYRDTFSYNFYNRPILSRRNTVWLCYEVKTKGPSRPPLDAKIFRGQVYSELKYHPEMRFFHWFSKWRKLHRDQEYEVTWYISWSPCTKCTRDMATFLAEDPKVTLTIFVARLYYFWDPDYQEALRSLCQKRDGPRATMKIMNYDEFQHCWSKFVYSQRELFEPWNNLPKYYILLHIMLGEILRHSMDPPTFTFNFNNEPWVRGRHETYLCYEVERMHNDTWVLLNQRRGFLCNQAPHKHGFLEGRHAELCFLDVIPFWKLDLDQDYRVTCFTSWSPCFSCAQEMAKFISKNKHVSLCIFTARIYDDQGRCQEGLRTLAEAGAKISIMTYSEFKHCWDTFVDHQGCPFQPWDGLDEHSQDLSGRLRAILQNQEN
NALP3 yeast inh: blocks the NALP3 inflammasome reconstituted in yeast | inhibition, % at 10 µM | AID 2825 | Yeast reconstituted NLRP3/ASC/caspase-1, beta-gal luminescence, 24 h | 0.39% of 330,000 active;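 active means inhibition of 50% or more; inactive means inhibition below 50%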;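 further: plate controls were induced DMSO wells for no effect and uninduced yeast grown without galactose for full effect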
MIN6 prolif: induces beta-cell replication in MIN6 cells; proliferation, % at 10 µM; 0.29% of 330,000 active; MIN6 cells proliferation, ATPlite luminescence, 48 h; cells starved in 0.2% serum; 100% = growth in 10% serum;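 active means compounds whose signal lies at least 3.5 SD above the mean of all wells on their plate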;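 further: 0% = DMSO-treated cells in low-serum medium and 100% = 10% serum control; some compounds called inactive have numbers as strong as hits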
* marks the source's active call; other numbers are inactive results.

What do the screens show for `C=CCn1c(SCC(=O)NC2CCCC2)nc2scc(-c3ccco3)c2c1=O`?
A3A deaminase: 0; mIAP block: 1; hIAP inh: -14; mIAP activ: 0.99; hIAP act: 1.1; SENP1 FRET inh: -10; APOBEC3G inh: 2; NALP3 yeast inh: -3; MIN6 prolif: -2

What do the screens show for `Cc1noc(/C=C/N(C)C)c1S(=O)(=O)N1CCc2ccccc21`?
A3A deaminase: -7; mIAP block: 11; hIAP inh: 20; mIAP activ: 0.89; hIAP act: 0.81; SENP1 FRET inh: -2; APOBEC3G inh: -9; NALP3 yeast inh: 10; MIN6 prolif: -7

How did COc1cccc(-c2nc(CS(=O)(=O)CC(=O)N3CCN(c4ccccn4)CC3)c(C)o2)c1 do in these assays?
A3A deaminase: -2; mIAP block: -8; hIAP inh: 9; mIAP activ: 1.1; hIAP act: 0.91; SENP1 FRET inh: 3; APOBEC3G inh: -2; NALP3 yeast inh: 4; MIN6 prolif: -2

What do the screens show for `COc1ccc(Oc2nc3c(c(=O)n(C)c(=O)n3C)n2Cc2ccccc2)cc1`?
A3A deaminase: -8; mIAP block: 2; hIAP inh: -1; mIAP activ: 0.98; hIAP act: 1; SENP1 FRET inh: 2; APOBEC3G inh: -10; NALP3 yeast inh: 17; MIN6 prolif: 2

What do the screens show for `COc1cccc(N(CC(=O)NC2CCCC2)C(=O)CCCC(=O)Nc2ccccn2)c1`?
A3A deaminase: -4; mIAP block: 4; hIAP inh: 3; mIAP activ: 0.96; hIAP act: 0.97; SENP1 FRET inh: 1; APOBEC3G inh: -12; NALP3 yeast inh: 16; MIN6 prolif: 0

Results for CCN(Cc1ccccc1)C(=O)CS(=O)(=O)c1ccccc1 ?
A3A deaminase: 5; mIAP block: 6; hIAP inh: -2; mIAP activ: 0.94; hIAP act: 1; SENP1 FRET inh: 1; APOBEC3G inh: -2; NALP3 yeast inh: 2; MIN6 prolif: -2

How did COC(=O)c1ccc(CN2CCCC(C(=O)c3cc(F)ccc3OC)C2)cc1 (configuration not stated) do in these assays?
A3A deaminase: -1; mIAP block: 9; hIAP inh: -4; mIAP activ: 0.91; hIAP act: 1; SENP1 FRET inh: 0; APOBEC3G inh: -6; NALP3 yeast inh: 32; MIN6 prolif: -3

Results for COc1ccc(C(CC(=O)N2CCCC(C)C2)c2c(OC)cc(OC)c3ccc(=O)oc23)cc1 (configuration not stated) ?
A3A deaminase: 3; mIAP block: -5; hIAP inh: -3; mIAP activ: 1.1; hIAP act: 1; SENP1 FRET inh: -5; APOBEC3G inh: -5; NALP3 yeast inh: 8; MIN6 prolif: -5

How did CCCCC1(C)Cc2ccccc2C(=S)N1 (configuration not stated) do in these assays?
A3A deaminase: 0; mIAP block: 6; hIAP inh: 14; mIAP activ: 0.94; hIAP act: 0.86; SENP1 FRET inh: 0; APOBEC3G inh: -4; NALP3 yeast inh: -6; MIN6 prolif: 3

What do the screens show for `Cn1c(SCc2cccnc2)nc2c(c1=O)SCC2`?
A3A deaminase: 1; mIAP block: -1; hIAP inh: -5; mIAP activ: 1; hIAP act: 1.1; SENP1 FRET inh: -8; APOBEC3G inh: -6; NALP3 yeast inh: 12; MIN6 prolif: 0

How did Clc1ccc(-n2cnnn2)cc1 do in these assays?
A3A deaminase: 0; mIAP block: 5; hIAP inh: 6; mIAP activ: 0.95; hIAP act: 0.94; SENP1 FRET inh: 0; APOBEC3G inh: -11; NALP3 yeast inh: -1; MIN6 prolif: -2

Results for COc1ccc(CN2CCN(S(=O)(=O)c3ccc(NC(C)=O)cc3)CC2)c(OC)c1OC ?
A3A deaminase: -1; mIAP block: 5; hIAP inh: -3; mIAP activ: 0.95; hIAP act: 1; SENP1 FRET inh: 0; APOBEC3G inh: -1; NALP3 yeast inh: 17; MIN6 prolif: 2

What do the screens show for `Cc1nnc(NC(=O)/C=C/c2ccco2)s1`?
A3A deaminase: -1; mIAP block: 8; hIAP inh: -7; mIAP activ: 0.92; hIAP act: 1.1; SENP1 FRET inh: 0; APOBEC3G inh: -7; NALP3 yeast inh: -6; MIN6 prolif: 0

What do the screens show for `CC1CCCCN1C(=O)C1COc2ccccc2O1` (configuration not stated)?
A3A deaminase: -2; mIAP block: 10; hIAP inh: -4; mIAP activ: 0.9; hIAP act: 1; SENP1 FRET inh: 1; APOBEC3G inh: -9; NALP3 yeast inh: 8; MIN6 prolif: 0

What do the screens show for `COc1ccc2oc(C(=O)OCC(=O)NCc3ccco3)c(C)c2c1`?
A3A deaminase: 8; mIAP block: -5; hIAP inh: -4; mIAP activ: 1; hIAP act: 1; SENP1 FRET inh: -6; APOBEC3G inh: -1; NALP3 yeast inh: 22; MIN6 prolif: -3

Results for Cc1nc(NC(=O)COC(=O)c2cc3c(s2)CCC(C)C3)c(Cl)cc1Cl (configuration not stated) ?
A3A deaminase: 0; mIAP block: 5; hIAP inh: 9; mIAP activ: 0.95; hIAP act: 0.91; SENP1 FRET inh: -1; APOBEC3G inh: 1; NALP3 yeast inh: 7; MIN6 prolif: -3

What do the screens show for `COc1ccc(S(=O)(=O)N2CCCC2C(=O)Nc2ccc(O)cc2)cc1` (configuration not stated)?
A3A deaminase: -1; mIAP block: -7; hIAP inh: 0; mIAP activ: 1.1; hIAP act: 1; SENP1 FRET inh: -1; APOBEC3G inh: -4; NALP3 yeast inh: 5; MIN6 prolif: -5

Results for CCOc1ccc(C(=O)NC2CCN(S(C)(=O)=O)CC2)cc1 ?
A3A deaminase: 3; mIAP block: -2; hIAP inh: -11; mIAP activ: 1; hIAP act: 1.1; SENP1 FRET inh: 2; APOBEC3G inh: -1; NALP3 yeast inh: 0; MIN6 prolif: -2

What do the screens show for `O=C(CSc1nnc([C@@H]2CCCN2)o1)c1ccc(Cl)cc1`?
A3A deaminase: 1; mIAP block: 16; hIAP inh: 10; mIAP activ: 0.84; hIAP act: 0.9; SENP1 FRET inh: 0; APOBEC3G inh: 3; NALP3 yeast inh: 4; MIN6 prolif: 3

How did CC1CCCN(C(=O)Nc2cccc(NC(=O)N3CCCC(C)C3C)c2)C1C (configuration not stated) do in these assays?
A3A deaminase: -4; mIAP block: -3; hIAP inh: -6; mIAP activ: 1; hIAP act: 1.1; SENP1 FRET inh: 8; APOBEC3G inh: -6; NALP3 yeast inh: 19; MIN6 prolif: 3

How did CC(OC(=O)Cc1ccsc1)C(=O)Nc1ccc(C(N)=O)cc1 (configuration not stated) do in these assays?
A3A deaminase: 0; mIAP block: 5; hIAP inh: 6; mIAP activ: 0.95; hIAP act: 0.94; SENP1 FRET inh: 6; APOBEC3G inh: -8; NALP3 yeast inh: 15; MIN6 prolif: -1

How did COC(=O)c1sccc1NC(=O)c1c(F)c(F)c(F)c(F)c1F do in these assays?
A3A deaminase: -4; mIAP block: -12; hIAP inh: -9; mIAP activ: 1.1; hIAP act: 1.1; SENP1 FRET inh: 1; APOBEC3G inh: -2; NALP3 yeast inh: 21; MIN6 prolif: -4

What do the screens show for `Cc1ccc(Cn2c(=N)n(CC(=O)c3ccccc3)c3ccccc32)cc1`?
A3A deaminase: -3; mIAP block: 7; hIAP inh: 10; mIAP activ: 0.93; hIAP act: 0.9; SENP1 FRET inh: 2; APOBEC3G inh: -7; NALP3 yeast inh: 10; MIN6 prolif: -6

How did COc1ccccc1N(C(=O)c1snc(C(N)=O)c1N)C(C(=O)NCCC(C)C)c1ccco1 (configuration not stated) do in these assays?
A3A deaminase: -1; mIAP block: -2; hIAP inh: 3; mIAP activ: 1; hIAP act: 0.97; SENP1 FRET inh: -23; APOBEC3G inh: -5; NALP3 yeast inh: -8; MIN6 prolif: 4

Results for O=C1[C@H]2CC3C=CC2(O3)[C@@H]2OCCCN12 (some centres not stated) ?
A3A deaminase: -3; mIAP block: 10; hIAP inh: 5; mIAP activ: 0.9; hIAP act: 0.95; SENP1 FRET inh: 2; APOBEC3G inh: -10; NALP3 yeast inh: 16; MIN6 prolif: -1

What do the screens show for `COC(=O)c1cc(NC(=O)c2ccc(Cn3cc(Cl)cn3)o2)cc(C(=O)OC)c1`?
A3A deaminase: 0; mIAP block: 11; hIAP inh: -6; mIAP activ: 0.89; hIAP act: 1.1; SENP1 FRET inh: -2; APOBEC3G inh: -5; NALP3 yeast inh: -8; MIN6 prolif: 1

How did COc1ccccc1-c1cc(C(=O)N/N=C/c2ccc(C)s2)c2ccccc2n1 do in these assays?
A3A deaminase: -2; mIAP block: 7; hIAP inh: -12; mIAP activ: 0.93; hIAP act: 1.1; SENP1 FRET inh: 1; APOBEC3G inh: -2; NALP3 yeast inh: 11; MIN6 prolif: 1

What do the screens show for `O=C1CNC(=S)N1Cc1ccccc1`?
A3A deaminase: -2; mIAP block: 16; hIAP inh: -4; mIAP activ: 0.84; hIAP act: 1; SENP1 FRET inh: 0; APOBEC3G inh: -7; NALP3 yeast inh: 20; MIN6 prolif: -3

How did CCOc1ccc(S(=O)(=O)NCCC(=O)NCC(c2cccs2)N2CCOCC2)cc1 (configuration not stated) do in these assays?
A3A deaminase: -2; mIAP block: 4; hIAP inh: -2; mIAP activ: 0.96; hIAP act: 1; SENP1 FRET inh: -2; APOBEC3G inh: -5; NALP3 yeast inh: 14; MIN6 prolif: 1

How did O=C1CC(c2ccc3c(c2)OCO3)c2cc3c(cc2N1)OCO3 (configuration not stated) do in these assays?
A3A deaminase: 2; mIAP block: 2; hIAP inh: 1; mIAP activ: 0.98; hIAP act: 0.99; SENP1 FRET inh: -1; APOBEC3G inh: 1; NALP3 yeast inh: 10; MIN6 prolif: -3

What do the screens show for `CCCCCCCN1CCC(=O)N([C@H](CO)c2ccccc2)CC1`?
A3A deaminase: -2; mIAP block: -4; hIAP inh: 0; mIAP activ: 1; hIAP act: 1; SENP1 FRET inh: 0; APOBEC3G inh: -5; NALP3 yeast inh: 7; MIN6 prolif: -3

Results for S=c1[nH]nc(-c2ccccc2)n1/N=C/c1cccc(Br)c1 ?
A3A deaminase: 11; mIAP block: 16; hIAP inh: -1; mIAP activ: 0.84; hIAP act: 1; SENP1 FRET inh: 1; APOBEC3G inh: 12; NALP3 yeast inh: 18; MIN6 prolif: -5

As a short view, 3 of the compounds above.
What do the screens show for `C=CCn1c(SCC(=O)NC2CCCC2)nc2scc(-c3ccco3)c2c1=O`?
A3A deaminase: 0; mIAP block: 1; hIAP inh: -14; mIAP activ: 0.99; hIAP act: 1.1; SENP1 FRET inh: -10; APOBEC3G inh: 2; NALP3 yeast inh: -3; MIN6 prolif: -2

What do the screens show for `Cc1noc(/C=C/N(C)C)c1S(=O)(=O)N1CCc2ccccc21`?
A3A deaminase: -7; mIAP block: 11; hIAP inh: 20; mIAP activ: 0.89; hIAP act: 0.81; SENP1 FRET inh: -2; APOBEC3G inh: -9; NALP3 yeast inh: 10; MIN6 prolif: -7

How did COc1cccc(-c2nc(CS(=O)(=O)CC(=O)N3CCN(c4ccccn4)CC3)c(C)o2)c1 do in these assays?
A3A deaminase: -2; mIAP block: -8; hIAP inh: 9; mIAP activ: 1.1; hIAP act: 0.91; SENP1 FRET inh: 3; APOBEC3G inh: -2; NALP3 yeast inh: 4; MIN6 prolif: -2

Some of the compounds tested; rates above refer to the full screens.
